PfG6PD inh = PfG6PD enzyme inhibitors, primary screen, biochemical, fluorescence intensity, uHTS. glucose-6-phosphate dehydrogenase-6-phosphogluconolactonase (Plasmodium falciparum 3D7). 0.78% of 350,000 active. PfGluPho enzyme, NADPH resazurin-diaphorase fluorescence. inhibition, % at 20 µM;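 active = inhibition reaching at least a set limit at 20 µM in the primary screen, cut at about 59% in these data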;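 note: 0% = DMSO wells with substrate and 100% = DMSO wells lacking glucose-6-phosphate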
mIAP block = inhibitors of mouse IAP, primary screen, biochemical, luminescence, uHTS; intestinal alkaline phosphatase [Mus musculus]; purified mouse IAP, CDP-Star luminescence, 30 min; inhibition, % at 10 µM; 0.2% of 330,000 active;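 active = inhibition of at least 40% at 10 µM in the primary screen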;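 note: plate controls were DMSO with enzyme for no effect and no enzyme wells for full effect; values of inactives mirror those of a sister screen read the other way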
hIAP activ = human IAP activators, primary screen, biochemical, luminescence, uHTS. Intestinal-type alkaline phosphatase (Homo sapiens), P09923. purified human IAP, CDP-Star luminescence, 30 min; active compounds read high; 1 = vehicle-only enzyme, 0 = enzyme-free background. activation factor at 10 µM. 0.16% of 330,000 active;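 active = activation factor of the enzyme at least 2-fold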; note: the source names both 10 and 20 µM as test concentration; values of inactives mirror those of a sister screen read the other way
mIAP act = activators of mouse IAP, primary screen, biochemical, luminescence, uHTS; 0.24% of 330,000 active; activation factor at 10 µM; AID 2805, 2010; muIAP, CDP-Star luminescence, 30 min; active compounds read high; 1 = vehicle-only enzyme signal, 0 = enzyme-free wells;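 active = activation factor of at least 2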; note: the source names both 10 and 20 µM as test concentration; values of inactives mirror those of a sister screen read the other way
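Assay system: mouse IAP enzyme; Reagent: CDP-Star chemiluminescent phosphatase substrate; Compound: DMSO-dissolved test compounds; Incubation: 30 min, room temperature; Technique: luminescence from enzymatic CDP-Star hydrolysis; Controls: DMSO-only wells and no-enzyme negative control.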
A3A deaminase = APOBEC3A ssDNA deaminase inhibitors, primary screen, selectivity assay for APOBEC3G inhibitor project, biochemical, FAM/TAMRA oligo cleavage fluorescence; 0.41% of 330,000 active; AID 493011, 2011; DNA dC->dU-editing enzyme APOBEC-3A (Homo sapiens), P31941; inhibition, % at 20 µM; recombinant A3A, FAM/TAMRA ssDNA deamination fluorescence;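 active = at least 40% inhibition at 20 µM here, with at most 30% in a related deaminase screen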;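 note: plate controls were A3A with DMSO for no effect and wells lacking A3A enzyme for full effect; some results filed as inactive read as strong as hits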
Target sequence (P31941 whole entry, looked up): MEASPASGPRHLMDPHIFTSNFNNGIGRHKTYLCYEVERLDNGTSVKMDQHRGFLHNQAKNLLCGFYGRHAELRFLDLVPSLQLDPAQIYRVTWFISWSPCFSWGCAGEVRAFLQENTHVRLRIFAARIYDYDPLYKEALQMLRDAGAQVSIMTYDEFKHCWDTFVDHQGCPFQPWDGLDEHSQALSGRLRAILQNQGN
HKDC1 inhibitor = HKDC1 hexokinase inhibitors, primary screen, biochemical, fluorescence, uHTS. Q2TB90. recombinant HKDC1, G6PDH/diaphorase resazurin coupled fluorescence. 0.16% of 340,000 active. inhibition, % at 20 µM;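 active = inhibition above about 35% when tested at 20 µM, limit read from the data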;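 note: plate controls were DMSO wells with enzyme for no effect and DMSO wells lacking enzyme for full effect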
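test system = in-house recombinant HK5 (HKDC1) enzyme | amount = HKDC1 at 5 µg/mL | control set = DMSO-enzyme wells negative, buffer-substituted wells positive | compound = one dose of 20 µM, 1% DMSO | schedule = reaction time 90 min, room temperature, protected from light | technique = resorufin fluorescence at 613 nm | reagent = glucose with 1 mM ATP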
ATG4B inhibitor = ATG4B protease inhibitors, primary screen, biochemical, fluorescence, uHTS | ATG4B cleavage of LC3-PLA2, NBD-HPC fluorescence, 1 h | inhibition, % at 8.33 µM | 0.51% of 340,000 active | AID 504462, 2011; in the data active = inhibition above about 40%
Target sequence (Q9Y4P1 whole entry, looked up): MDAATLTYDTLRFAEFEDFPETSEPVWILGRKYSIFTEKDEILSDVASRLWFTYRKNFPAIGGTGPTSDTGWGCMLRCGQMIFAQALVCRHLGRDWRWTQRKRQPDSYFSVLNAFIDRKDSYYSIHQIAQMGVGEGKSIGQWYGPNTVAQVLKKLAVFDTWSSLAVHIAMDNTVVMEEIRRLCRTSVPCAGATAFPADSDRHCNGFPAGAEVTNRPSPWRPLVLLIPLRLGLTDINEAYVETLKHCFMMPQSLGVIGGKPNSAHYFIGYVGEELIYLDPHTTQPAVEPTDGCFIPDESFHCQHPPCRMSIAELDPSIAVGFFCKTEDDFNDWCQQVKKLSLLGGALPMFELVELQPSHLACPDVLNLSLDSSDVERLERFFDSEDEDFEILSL
hIAP block = human IAP inhibitors, primary screen, biochemical, luminescence, uHTS; Intestinal-type alkaline phosphatase (Homo sapiens), P09923; purified IAP, CDP-Star luminescence, 30 min; inhibition, % at 10 µM; 0.12% of 330,000 active;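 active = inhibition reaching a set limit with compound at 10 µM in the primary screen, cut at about 35% in these data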;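 note: plate controls were DMSO wells with enzyme for no effect and no-enzyme buffer wells for full effect; values of inactives mirror those of a sister screen read the other way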
* hit, by the source's call; · = not tested or not shown.

SMILES	PfG6PD inh	mIAP block	hIAP activ	mIAP act	A3A deaminase	HKDC1 inhibitor	ATG4B inhibitor	hIAP block
O=C(NC(O)C(=O)c1ccccc1)c1ccccn1 (stereo not given)	7	-12	0.99	1.1	3	-1	-9	1
Cc1cc(C)cc(N(C(=O)c2nsc(Cl)c2Cl)C(C(=O)NC2CCCC2)c2ccc(O)cc2)c1 (stereo not given)	5	15	1.2	0.85	2	-2	-3	-22
O=C(CSCc1c(F)cccc1Cl)NNC(=S)NC1CCCCC1	-15	-1	1.7	1	-2	-4	66*	-73
CCOc1ccc(NC(=S)NNC(=O)CC(C)O)cc1 (stereo not given)	10	-3	1.6	1	-6	-11	-4	-63
O=C(CCNS(=O)(=O)c1ccccc1F)N1CCN(Cc2ccccc2)CC1	2	6	0.96	0.94	2	-4	0	4
O=c1[nH]c2cc(Cl)ccc2c(O)c1-c1cccc(Oc2ccccc2)c1	-34	-1	1.2	1	3	0	7	-20
CCOc1ccccc1NC(=O)C1CCCN(S(=O)(=O)c2cccc3nsnc23)C1 (stereo not given)	-8	2	1	0.98	3	3	-10	-4
CCn1cc(C(=O)NC2CCCCCC2)c(=O)c2ccc(C)nc21	49	-1	1.1	1	-5	2	-3	-12
O=C(NC(Cc1ccccc1)C(=O)O)/C(=C\c1ccco1)NC(=O)c1ccccc1 (stereo not given)	-5	12	0.98	0.88	13	-12	7	2
CNS(=O)(=O)c1cc(C(=O)O)ccc1OC	-14	6	0.91	0.94	-4	-5	3	9
CC1CCCCN1CC(=O)Nc1sc2c(c1C#N)CCC2 (stereo not given)	3	0	1.2	1	-1	-2	-4	-16
COC(=O)c1sccc1NC(=O)C1CC(C)=C(C)CC1C(=O)O (stereo not given)	-18	-4	0.85	1	5	-2	8	15
C=CCn1c(CSc2nc3ccccc3s2)nnc1SCC(=O)OCC	14	1	0.87	0.99	-1	5	-14	13
COc1ccc(NC(=O)CN2C(=O)NC(C)(C3CC3)C2=O)cc1S(=O)(=O)N1CCOCC1 (stereo not given)	1	-8	1.2	1.1	-2	-1	-19	-18
O=C(CN1CCN(C(=O)c2ccco2)CC1)Nc1ccccc1	4	1	1	0.99	-1	-6	-10	-4
O=C(CSc1nnc(-c2ccco2)o1)c1ccccc1	-1	44*	1.1	0.56	3	5	4	-10
COC(=O)[C@H]1C[C@@H]1[C@H](NC(=O)c1ccccc1)c1ccccc1	-9	-4	0.97	1	4	2	11	2
Cc1ccc(C(=O)NC(=S)N2CCN(C)CC2)cc1Br	-1	6	0.98	0.94	-3	2	0	2
Clc1cc(Cl)c(Cl)cc1Cl	-6	1	0.89	0.99	-6	-7	6	11
O=S(=O)(c1ccccc1Cl)N1CCC(O)(c2ccc3c(c2)OCO3)CC1	-7	0	0.94	0.99	4	-6	-7	6
CC(=O)c1ccc(-n2nncc2C)cc1	-22	-10	1	1.1	-9	-5	-9	-4
COc1ccc(OC)c(/C=C2\Oc3cc(OCC(=O)N4CCC(C(=O)O)CC4)ccc3C2=O)c1	7	13	0.77	0.87	-1	9	-8	24
COc1ccc(CCNC(=O)C2CCCN2C(=O)Nc2ccc(C)cc2)cc1OC (stereo not given)	-1	-5	1.2	1.1	-2	-4	-2	-21
O=C(Nc1ccccc1)C(Cl)C(=O)c1ccccc1 (stereo not given)	27	14	1.2	0.85	-6	8	-9	-16
O=C(CCn1[nH]c(=O)c2ccccc2c1=O)NCCO	7	-10	1	1.1	10	-5	7	0
COc1ccc(C(=O)c2cnc(C(C)C)n2C)cc1	-13	-8	1.3	1.1	-4	2	-1	-33
COCc1cccc(C2=CC(=O)C[C@H](c3ccc(F)cc3)C2)c1	1	0	0.85	1	5	4	5	15
COCCn1c(SCC(=O)Nc2cc(C)on2)nnc1-c1c[nH]c2ccccc12	-10	-10	1	1.1	-2	-5	0	-4
CCCN(Cc1nnc(-c2ccccc2Cl)o1)C(=O)c1cc2ccccc2o1	26	0	0.96	1	-1	1	4	4
C(=C\c1nc(-c2cccnc2)no1)/c1ccccc1	2	-1	0.92	1	2	3	-4	8
COC(=O)C1C(c2ccc(Br)cc2)Nc2nnc(C(F)(F)F)n2C1(C)O (stereo not given)	-12	-3	1.1	1	1	-1	-3	-10
O=c1[nH]c(/C=C\c2cccc(F)c2)nc(O)c1[N+](=O)[O-]	-2	6	0.98	0.94	-4	4	0	2
CN1CCN(C(=O)C2CCN(S(=O)(=O)c3cnc[nH]3)CC2)CC1	-6	-7	0.86	1.1	-2	-4	5	14
COc1ccc(C(=O)NNC(=S)NC(=O)c2cccs2)cc1	-16	4	1.6	0.96	-5	-2	-3	-63
O=C(NCC(=O)N1CCN(Cc2ccccc2)CC1)c1cc(Cl)cc([N+](=O)[O-])c1	8	3	1.1	0.97	1	-2	3	-14
O=C(CS(=O)(=O)c1cn(CC(=O)N2CCOCC2)c2ccccc12)NCc1ccc(F)cc1	-1	2	1.1	0.98	-2	9	-1	-5
CCC(CC)C1=NN2C(=N)/C(=C\c3cc(C)n(-c4cccc(C)c4)c3C)C(=O)N=C2S1	-46	1	1.1	0.99	0	5	59*	-6
CC(=O)NC1CC2CCCC(C1)N2S(=O)(=O)c1ccccc1 (stereo not given)	9	1	1	0.99	1	-3	-8	-3
Cc1c(OC(C)C(=O)N[C@H](C(=O)O)c2ccccc2)ccc2c3c(c(=O)oc12)CCCC3 (stereo not given in full)	-9	0	1.1	1	0	0	-28	-8
CC1CCN(C(=O)CSc2nnc(-c3ccccc3F)o2)CC1	-2	-2	1	1	-4	-4	-2	-1
Cc1ccc(C(=O)NCCSC(C)(C)C)cc1	-13	3	0.95	0.97	-7	5	0	5
COc1ccc(CNc2oc(-c3cccc4ccccc34)nc2P(=O)(OC)OC)cc1	27	-3	1.2	1	-1	-7	-18	-19
COc1ccc(CCNC(=O)CN(c2ccc(C)cc2)S(=O)(=O)c2c(C)noc2C)cc1OC	3	-4	0.9	1	-2	-2	-5	10
COc1cc(C)ccc1OCc1cc(C(=O)N2CCC(c3ccc(F)cc3)C2)no1 (stereo not given)	6	5	0.98	0.95	-2	3	12	2
CCCOc1ccc(C(=O)c2ccccc2C(=O)O)cc1OCCC	4	-5	0.95	1	-8	-3	-8	5
N#Cc1ccc(C(c2nnnn2CCc2ccccc2)N2CCCCCC2)cc1 (stereo not given)	4	4	0.95	0.96	-1	17	11	5
CN(CCO)c1ccc(-c2n[nH]c(=O)c3ccccc23)cc1[N+](=O)[O-]	-6	6	0.93	0.94	2	0	1	7
CCCCCCSc1ccc(-c2nc3ccc(C)cn3c2NC2CCCCC2)cc1	10	-25	1	1.2	-1	3	4	0
Cc1ccc(NC(=O)CCS(=O)(=O)c2cccc3nonc23)cc1	-8	-3	0.98	1	-1	0	2	2
CCOC(=O)N1CCC(C(N)=O)CC1	-7	-7	1.2	1.1	-1	-6	10	-16
Cc1ccc(Cl)cc1NS(=O)(=O)N1CCOCC1	0	-5	0.76	1.1	3	5	-4	24
COC(=O)c1cc2c(-c3ccccc3)cc3ccccn3c-2c1C(=O)OC	-10	5	1	0.95	-4	-2	-2	-3
Nc1nnc(CC(=O)NCc2ccccc2)s1	-4	-4	1.1	1	0	-2	2	-13
COc1ccc(/C(C)=N/OCC(=O)N=Nc2c(O)[nH]c3ccccc23)cc1	12	6	0.97	0.94	0	-16	5	3
C=CCOc1ccc(/C(CC)=N/O)c(OC)c1	1	-5	1.1	1	-1	2	-3	-6
CSCCC(=O)NC1CC(C)(C)Cc2c1cnn2-c1ccccc1C (stereo not given)	-24	-13	1.1	1.1	-2	2	5	-8
CC1CCCC2(C1)NC(=S)N(c1ccccc1)N2 (stereo not given)	3	-8	1.1	1.1	-5	-5	-4	-15
Cc1c(-c2cccc(NC(=O)c3cccs3)c2)nc2ncccn12	-8	-6	0.9	1.1	-3	-6	0	10
COc1ccc([N+](=O)[O-])cc1/C=N/Nc1nn[nH]n1	8	11	0.78	0.89	-3	0	1	22
COC(=O)c1ccc(N/C(=N/S(=O)(=O)c2ccccc2)c2ccccc2)cc1	-8	5	0.87	0.95	0	-7	-2	13

Quoted at random: 3 entries already listed, in no set order.
SMILES	PfG6PD inh	mIAP block	hIAP activ	mIAP act	A3A deaminase	HKDC1 inhibitor	ATG4B inhibitor	hIAP block
COC(=O)c1cc2c(-c3ccccc3)cc3ccccn3c-2c1C(=O)OC	-10	5	1	0.95	-4	-2	-2	-3
COc1ccc(/C(C)=N/OCC(=O)N=Nc2c(O)[nH]c3ccccc23)cc1	12	6	0.97	0.94	0	-16	5	3
CC1CCCC2(C1)NC(=S)N(c1ccccc1)N2 (stereo not given)	3	-8	1.1	1.1	-5	-5	-4	-15

More results
SMILES	PfG6PD inh	mIAP block	hIAP activ	mIAP act	A3A deaminase	HKDC1 inhibitor	ATG4B inhibitor	hIAP block
CC1Cc2ccccc2N1C(=O)CSc1nc2c(c(=O)n(C)c(=O)n2C)n1Cc1ccccc1 (stereo not given)	6	3	0.94	0.97	0	-7	10	6
CCOP(=O)(OCC)C(Nc1cccc(C(F)(F)F)c1)c1ccc(F)cc1 (stereo not given)	14	5	1.1	0.95	1	3	-1	-7
COc1cccc(/C=N/NC(=O)c2ccncc2)c1OC(=O)c1ccc(Br)cc1	7	0	1.7	1	-3	-9	24	-69
COc1ccc(/C=C/C(=O)NCC(=O)N/N=C(/CCC(=O)O)c2ccccc2)cc1	-12	-3	0.9	1	5	-4	-5	10
CN=c1sc2ccccc2n1CC(O)COCc1ccco1 (stereo not given)	25	5	1	0.95	4	-3	-5	-3
CC(C)S(=O)(=O)c1nsc2nc(=O)c(/C=C3\C=Nc4ccccc43)c(N)n12	-8	12	0.94	0.88	0	10	17	6
Cc1c(C(=O)NN2CCOCC2)cccc1[N+](=O)[O-]	-8	5	1.3	0.95	-4	-4	2	-30
CCOc1cc(/C=C2\C(=N)N3N=C(S(=O)(=O)CC)SC3=NC2=O)ccc1OC(=O)c1ccco1	-3	18	0.82	0.82	1	15	-4	18
CCOC(=O)c1cc2ccccc2n1CCN(CC)CC	12	17	0.83	0.83	0	-9	0	17
C=CCN=C1CC(C)(C)CC(=O)/C1=C(\O)c1ccccc1	-9	9	0.96	0.91	-3	-1	2	4
N#Cc1c(-c2ccccc2)nc2n1CCS2	5	-10	1.2	1.1	-3	-6	-8	-22
CN(C)C(=O)CCc1ccc2c3c([nH]c2c1)[C@]1(C)[C@@H](C(=O)N2CCCCC2)C[C@H](CC(=O)NCCc2ccccn2)C(=O)N1CC3	10	7	·	0.93	1	-6	-8	·
N#CC(Cc1ccccc1)(Cc1ccccc1)C(=O)NN	10	1	0.84	0.99	-5	-9	1	16
COc1cccc(C(=O)Nc2c3c(nn2-c2ccccc2C)CS(=O)C3)c1OC (stereo not given)	-5	1	0.91	0.99	0	-3	-4	10

Records listed above that bear a hit mark in mIAP block:
SMILES	PfG6PD inh	mIAP block	hIAP activ	mIAP act	A3A deaminase	HKDC1 inhibitor	ATG4B inhibitor	hIAP block
O=C(CSc1nnc(-c2ccco2)o1)c1ccccc1	-1	44*	1.1	0.56	3	5	4	-10
